Compound activity (PubChem)
CD11b adhes enh: increases human CD11b/CD18 adhesion to fibrinogen. P05107+P11215. K562 CD11b/CD18 adhesion to fibrinogen, ATPlite luminescence. activation, % at 10 µM. 93,000 tested, 0.07% active. AID 1499;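 active = 10 µM primary screen giving 50% or more activity, confirmed by 40% or more on retest at that dose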; note: strong numbers were not always called active; reference of the scale not given here
Target sequence (P05107 whole entry, looked up, other chains not shown): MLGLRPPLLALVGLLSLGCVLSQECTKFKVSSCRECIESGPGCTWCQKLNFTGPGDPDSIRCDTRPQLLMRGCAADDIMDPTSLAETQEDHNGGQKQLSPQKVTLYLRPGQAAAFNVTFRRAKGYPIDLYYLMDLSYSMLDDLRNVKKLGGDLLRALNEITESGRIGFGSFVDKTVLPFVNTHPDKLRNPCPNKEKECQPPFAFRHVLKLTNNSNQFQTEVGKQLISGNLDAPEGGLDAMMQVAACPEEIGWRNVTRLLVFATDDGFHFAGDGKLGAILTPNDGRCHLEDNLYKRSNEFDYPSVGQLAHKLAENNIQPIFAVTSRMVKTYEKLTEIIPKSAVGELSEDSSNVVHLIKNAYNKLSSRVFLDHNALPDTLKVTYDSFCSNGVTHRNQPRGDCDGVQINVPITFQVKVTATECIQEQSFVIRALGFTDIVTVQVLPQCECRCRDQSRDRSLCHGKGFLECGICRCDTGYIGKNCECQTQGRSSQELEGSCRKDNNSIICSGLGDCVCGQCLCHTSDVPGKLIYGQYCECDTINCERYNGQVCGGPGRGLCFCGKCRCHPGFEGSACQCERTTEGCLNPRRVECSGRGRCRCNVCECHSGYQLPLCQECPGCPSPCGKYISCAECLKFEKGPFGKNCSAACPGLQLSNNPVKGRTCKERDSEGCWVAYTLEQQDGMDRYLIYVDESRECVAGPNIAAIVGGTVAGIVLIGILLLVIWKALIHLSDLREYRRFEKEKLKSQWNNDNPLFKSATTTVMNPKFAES
Starred values were filed as active, the others as inactive. Not all compounds are listed (hit frequency here may not be typical).

SMILES	CD11b adhes enh
COC(=O)c1cc(C)sc1NC(=O)C1CC(=O)NN1Cc1ccccc1 (configuration not stated)	12
O=[N+]([O-])c1ccc(COc2cccc(CNc3ccc(Br)cc3)c2)cc1	5
CCc1ccc(Nc2nnc(SCC(=O)Nc3cccnc3Cl)s2)cc1	-3
N#C/C(C(=O)NCc1ccccc1)=C1/N=C(NC(=O)c2cccs2)c2ccccc21	37
O=S(=O)(c1cccc(NC(=S)N2CCN(c3ccccc3)CC2)c1)C(F)F	0
Cn1c(SCC(=O)NNC(=O)Cc2ccccc2)nnc1-c1ccccc1	-2
CCc1cc(-c2n[nH]c(=S)n2-c2cccc(C)c2)cs1	1
CCN1CCN(c2cc(C)c3cc(NC(=O)c4ccccc4F)ccc3n2)CC1	0
CCOC(=O)c1c(NC(=S)NC(=O)c2ccc(Cn3cc(Cl)cn3)o2)sc2c1CCCCC2	69*
Cc1ccc(SCc2ccc(C(=O)Nc3cccc([N+](=O)[O-])c3C)cc2)cc1	-2
O=S(=O)(Cc1ccc(Cl)cc1)c1ccccc1-c1nnc(-c2ccccc2)o1	-4
CCN(CC)CCNC(=O)c1ccc(Cl)c(S(=O)(=O)Nc2ccc(Cl)cc2)c1	-3
COc1ccc(C2c3c(ccc4ccccc34)Oc3ncn4nc(-c5ccco5)nc4c32)cc1OC (configuration not stated)	58
CCOC1=NS(=O)(=O)c2ccccc21	-4
C/C(=N/NC(=O)c1ccc2nc[nH]c2c1)c1cccs1	0
C/C(=C\C(=O)c1ccc(Cl)cc1)NCc1ccc2c(c1)OCO2	-9
COc1ccc(/C=N/NC(=O)c2ccc(=O)[nH]n2)cc1OC	0
C=CCn1c(SCc2c(C(=O)OC)sc(N)c2C(=O)OC)nnc1-c1ccc(Br)cc1	1
Cc1cc(C)cc(-n2c(C)cc(/C=N\NC(=O)COc3cccc4cccnc34)c2C)c1	0
COc1cc(NC(=O)CN2CCN(Cc3ccc4c(c3)OCO4)CC2)cc(OC)c1	5

Among those listed so far, these contain fluorine.
SMILES	CD11b adhes enh
O=S(=O)(c1cccc(NC(=S)N2CCN(c3ccccc3)CC2)c1)C(F)F	0
CCN1CCN(c2cc(C)c3cc(NC(=O)c4ccccc4F)ccc3n2)CC1	0

Structures listed so far marked active in CD11b adhes enh.
SMILES	CD11b adhes enh
CCOC(=O)c1c(NC(=S)NC(=O)c2ccc(Cn3cc(Cl)cn3)o2)sc2c1CCCCC2	69*

The main list resumes, repeating the seven entries before the break.
SMILES	CD11b adhes enh
CCOC1=NS(=O)(=O)c2ccccc21	-4
C/C(=N/NC(=O)c1ccc2nc[nH]c2c1)c1cccs1	0
C/C(=C\C(=O)c1ccc(Cl)cc1)NCc1ccc2c(c1)OCO2	-9
COc1ccc(/C=N/NC(=O)c2ccc(=O)[nH]n2)cc1OC	0
C=CCn1c(SCc2c(C(=O)OC)sc(N)c2C(=O)OC)nnc1-c1ccc(Br)cc1	1
Cc1cc(C)cc(-n2c(C)cc(/C=N\NC(=O)COc3cccc4cccnc34)c2C)c1	0
COc1cc(NC(=O)CN2CCN(Cc3ccc4c(c3)OCO4)CC2)cc(OC)c1	5
CCOc1ccccc1NC(=O)c1ccc(S(=O)(=O)N(C)C)cc1	0
Cc1c(NC(=O)C(=O)/C=C(/O)c2ccccc2)c(=O)n(-c2ccccc2)n1C	2
O=C(/C=C/c1ccco1)NC(=S)Nc1cc(-c2nc3ccccc3s2)ccc1Cl	39
CNC(=S)N/N=C(\C)c1ccc(C(C)(C)C)cc1	6
COc1ccccc1NC(=O)CSCc1nc2ccccc2[nH]1	0
Cc1cc(C)n(-c2nc(SCCN(C)C)c3c4c(sc3n2)COC(C)(C)C4)n1	0
Cc1ccc(-c2nc3ccccc3o2)cc1NC(=S)NC(=O)c1cccs1	-4
COc1ccc2nc(SCc3ccccc3)nc(C)c2c1	0
COc1ccc(OC)c(NC(=S)NN2CCN(C)CC2)c1	0
CC(Oc1ccccc1)c1ccnc2nc(/N=C/N(C)C)nn12 (configuration not stated)	-5
O=C(Nc1ccccn1)C(F)(F)C(F)(F)C(F)(F)C(F)(F)C(=O)Nc1ccccn1	-4
COCCn1c(=NC(=O)c2ccco2)sc2cc(C(=O)OC)ccc21	8
CC1CC(NC(=O)C2(C)CC2(Cl)Cl)CC(C)(C)C1 (configuration not stated)	-1
CCCCn1nc2cc(C(=O)NCc3ccccc3OC)ccc2c1OCC	0
O=C(COc1ccc(Cl)cc1)Nc1c(-c2cccs2)nc2ccccn12	4
Cc1sc(-c2ccccn2)nc1OC(=O)c1ccc(Cl)cc1	-4
CCC(C)NC(=O)COC(=O)c1csc2c1CCCC2 (configuration not stated)	0
Cc1cc(C)nc(Nc2ccc(C(=O)O)cc2)n1	-4
O=c1c(/C=N/Nc2ccccc2)c(Sc2nnnn2-c2ccccc2)nc2ccccn12	56
O=C(Nc1ccc(OC(F)(F)F)cc1)Nc1cccc([N+](=O)[O-])c1	-10
CCn1cc(CNC(=O)CSc2nc(-c3ccc(OC)c(OC)c3)cc(C(F)(F)F)n2)c(C)n1	2
O=S1(=O)C=C(N2CCOCC2)c2ccccc21	13
CCN1CCCC1CNCc1ccccc1OCc1ccc(F)cc1 (configuration not stated)	-2
CCNc1ccc(C(=O)OCC(=O)NCc2ccc(C)cc2)cc1[N+](=O)[O-]	6
C/C(=N\Nc1ccc(Cl)cc1)c1ccccn1	-4
Cc1nc2ccccc2cc1OCc1ccc(Cl)cc1	-9
O=C(ONC1=NCCCCC1)c1ccc(Cl)cc1	-9
O=c1c(C(c2ccc(O)cc2)c2c(O)nc3n(c2=O)CCCS3)c(O)nc2n1CCCS2	93
COC(=O)c1sccc1NC(=O)COc1ccc(Cl)cc1Cl	-4
Cc1cccc(-n2c(-c3csc(C)c3)n[nH]c2=S)c1	0
CCC(C)(C)NC(=O)/C=C/c1cccs1	-1
CNS(=O)(=O)c1cnccc1N1CCN(c2cccc(Cl)c2)CC1	3
O=c1oc2ccccc2cc1-c1nc2c(s1)CCCC2	21
CCOc1ccc(C(=O)NCC(=O)OCC(=O)c2ccc3c(c2)-c2ccccc2C3)cc1	6
CCOc1ccc(N(CC(=O)OC)S(=O)(=O)c2ccc3c(c2)n(C)c(=O)c(=O)n3C)cc1	3
O=C(Nc1ccc(Cl)c(-c2nc3ccccc3[nH]2)c1)c1cccnc1	1
COc1ccc(C(=O)ON=C2CCN(c3ccc([N+](=O)[O-])cc3)CC2)cc1	-3
COCCOc1cc(NC(=O)c2sccc2Oc2ccc([N+](=O)[O-])cc2F)c(Cl)cc1Cl	0
COc1cc(NC(=O)c2cccc(COCC(F)(F)C(F)F)c2)cc(OC)c1OC	1
Cc1ccc(/C=C2\SC(=S)N(C(Cc3ccccc3)C(=O)O)C2=O)cc1 (configuration not stated)	-6
CC(/C=N/NC(=O)c1cccc([N+](=O)[O-])c1)=C\c1ccccc1	-2
COc1ccccc1NC(=O)COc1cc(C)nc(C(C)C)n1	5
CCSc1ncnc2c1sc1nc3c(cc12)COC(C)(C)C3	-3
Cc1ccnc2nc(C(=O)Nc3ccc4c(c3)OCO4)nn12	-6
Cc1ccc(C)c(N2CCN(c3cnn(-c4nc5ccccc5s4)c(=O)c3Cl)CC2)c1	28
c1csc(COc2ccccc2CNC2CCCCC2)c1	-1
COC(=O)Nc1ccc(S(=O)(=O)Nc2ccc(C)cc2)cc1	-4
COc1ccc(C(=O)Nn2c(SCc3ccc([N+](=O)[O-])cc3)nc3ccccc3c2=O)cc1	1
CC1CC(=O)NN=C1c1ccc(NCCO)c([N+](=O)[O-])c1 (configuration not stated)	1
O=S(=O)(c1cccc(NC(=S)N2CCN(c3cccc(Cl)c3)CC2)c1)C(F)F	-6
COc1ccc(OC)c(NC(=O)C23CC4CC(C2)CC(n2cnc(Br)n2)(C4)C3)c1	4
CCCNC(=O)CCc1cc(C(C)(C)C)c(O)c(C(C)(C)C)c1	2
Cc1ccc(C2=NN(CC(=O)NCc3ccco3)C(=O)CC2)cc1	1
c1ccc(-c2ccccc2OCCCCN2CCCCC2)cc1	6
CC(C)NC(=O)COC(=O)c1cc(Br)ccc1Cl	-1
CN(C)c1oc(-c2ccccc2Cl)nc1P(=O)(c1ccccc1)c1ccccc1	1
N#Cc1c(-c2ccccc2)c(-c2ccccc2)n(Cc2ccco2)c1NC(=O)c1cccs1	-3
Cc1nc(C)c(CCNC(=O)c2ccc(C(F)(F)F)cc2)s1	-2
Clc1cccc(Cl)c1CSc1nnc(CN2CCOCC2)n1-c1ccccc1	-3
COC(=O)Nc1sc2nc(C)cc(C)c2c1-n1cccc1	-7
More entries follow.
SMILES	CD11b adhes enh
CC(Oc1ccc(Cl)cc1Cl)C(=O)N/N=C1\CCCc2ccccc21 (configuration not stated)	-2
CC(=O)Nc1ccc(NC(=O)C(C)OC(=O)CN(C)S(=O)(=O)c2ccc(Cl)cc2)cc1 (configuration not stated)	3
CC(C)CC(NC(=O)c1cccs1)c1nnc(SCc2ccc(Cl)c(Cl)c2)n1C (configuration not stated)	0
CCCCC(=O)NC(=S)NNS(=O)(=O)c1ccccc1	-4
COc1cccc(OC(C)c2ccnc3nc(/N=C/N(C)C)nn23)c1 (configuration not stated)	-4
O=C(NCCc1ccccn1)c1cc(-c2ccc(Cl)c(Cl)c2Cl)nc2ccccc12	-2
CCCCCOC(=O)CSc1nnc(-c2ccccc2)c(=O)[nH]1	0
O=C(CSc1nccn1-c1ccc(Cl)cc1)N1CCCc2ccccc21	0
Cc1ccc(S(=O)(=O)c2c(C)cc(C)nc2Oc2cccc(C)c2C)cc1	1
CN(C(=O)CSc1nnc(Nc2ccccc2)s1)c1c(N)n(Cc2ccccc2)c(=O)[nH]c1=O	-4
N#Cc1c(N)sc(=S)c2c1CCN(Cc1ccccc1)C2	72
O=C1c2ccccc2NC(c2ccccc2)N1/N=C/c1ccccc1 (configuration not stated)	2
CC(=O)Nc1sc(N/N=C\c2ccco2)nc1-c1cccs1	1
O=C(Cc1ccc([N+](=O)[O-])cc1)Nc1cccc(C(F)(F)F)c1	-1
O=C(CCCc1nc2ccccc2s1)N1CCN(c2ccccc2F)CC1	5
O=C1CSC(c2ccccn2)N1c1ccccc1 (configuration not stated)	-4
CCCN(CCC)S(=O)(=O)c1ccc(NC(=O)c2cc(C(=O)OC)cc([N+](=O)[O-])c2)cc1	-4
Cc1ccc(C(=O)Nc2nc(-c3ccccc3)c(-c3ccccc3)o2)cc1	-1
S=C(NCC1CCCCC1)Nc1cccnc1	-2
CCC(=O)c1ccc(OCC(O)CNCc2ccc(F)cc2)cc1 (configuration not stated)	0
Cc1ccccc1Cn1c(=O)n(CC2CCC(C(=O)NCCc3ccccc3)CC2)c(=O)c2ccccc21 (configuration not stated)	78
COc1ccc(OC)c(C(c2nnnn2Cc2ccccc2)N2CCN(C3CCCCC3)CC2)c1 (configuration not stated)	1
N#Cc1cc2c(N)c(C(=O)Nc3ccccc3)sc2nc1N	0
CCOC(=O)C1=C(Nc2ccc(Br)cc2)CC(C)(O)C(C(=O)OCC)C1c1ccccc1 (configuration not stated)	-4
COc1ccc2nc3ccccc3nc2c1NC(=O)c1ccc(Cl)cc1	5
CCOc1cc(N2CCOCC2)c(OCC)cc1NC(=O)CC12CC3CC(CC(C3)C1)C2	-1
Cc1ccc(NC(=O)c2ccc(-n3cccn3)c([N+](=O)[O-])c2)cc1C	1
CN(C)c1ccnc(Oc2ccc(C(C)(C)C)cc2)c1C#N	-3
Cc1ccc(CSCCNC(=O)c2ccc(N(C)S(=O)(=O)c3ccccc3)cc2)cc1	10
COc1ccc(/C(O)=C/C(=O)C(=O)Nc2c(C)n(C)n(-c3ccccc3)c2=O)cc1	5
CCOc1ccc(C2c3cc(OC)c(OC)cc3CC(=O)N2c2ccccc2)cc1 (configuration not stated)	4
CCOC(=O)CN1C(c2ccc(O)cc2)Nc2ccc(Br)cc2C1c1ccccc1 (configuration not stated)	-4
CNC(=S)N(Cc1ccc2c(c1)OCO2)C1CC(=O)N(c2ccc(F)cc2)C1=O (configuration not stated)	11
COc1ccc2oc3cc(C)[n+]([O-])c(-c4ccc(Br)cc4)c3c2c1	-1
Cc1ccc(C2CC(c3cccs3)=NN2C(=O)CSc2nc3ccccc3o2)cc1 (configuration not stated)	12
COc1cc2c(C(=O)N3CCN(Cc4ccc5c(c4)OCO5)CC3)cn(C)c(=O)c2cc1OC	-3
CCOc1ccc(C(=O)c2cc([N+](=O)[O-])ccc2Cl)cc1	-4
CCSc1nc2sc3c(c2c(=O)[nH]1)CCc1ccccc1-3	3
COc1ccccc1-c1nnc(SC(C(=O)c2c[nH]c3ccccc23)c2ccccc2)n1C (configuration not stated)	-4
CO/N=C(/c1nonc1N)N1CCN(c2ccc([N+](=O)[O-])cc2)CC1	-1
Cc1cc(NC(=S)Nc2ccccc2)ccc1Br	2
N#Cc1ccc(N2CCc3ccccc3C2)c([N+](=O)[O-])c1	0
O=C(N/N=C/c1cccnc1)C(O)(c1ccccc1)c1ccccc1	1
Cc1c(Cl)cccc1NC(=O)c1cccc(NC(=O)CCC(=O)O)c1	3
CCCCn1c(N)c(C(=S)NC(=O)CC(C)(C)C)c(=O)n(C)c1=O	6
COc1ccccc1/C=c1\sc2nc(-c3ccccc3OC)nn2c1=O	-3
Cc1cccc(/C(N)=N/OC(=O)CCc2ccccc2)c1	-2
Cc1cccc(OCCCC(=O)Nc2ccc(N3CCCCC3)cc2)c1	1
N#CCSc1nnc(-c2ccccc2O)n1Cc1ccccc1	0
C=CCC1(C#N)C(SC)=NC2=C(C(=O)CC(C)(C)C2)C1c1ccc(Br)cc1 (configuration not stated)	-2
COc1ccc(C(=O)COC(=O)CNS(=O)(=O)c2ccc(C)cc2)cc1	0
CC(NC(=O)Nc1cccc([N+](=O)[O-])c1)(C(F)(F)F)C(F)(F)F	-10
O=C(CNC(=O)c1ccccc1F)OCC(=O)N1CCCCC1	4
CCCC(=O)Nc1nc2ccc(NC(=O)c3cccnc3)cc2s1	-2

Reprinted at random: 2 records from the list
SMILES	CD11b adhes enh
CCCC(=O)Nc1nc2ccc(NC(=O)c3cccnc3)cc2s1	-2
CCCCn1c(N)c(C(=S)NC(=O)CC(C)(C)C)c(=O)n(C)c1=O	6
